Tau fibril FP: blocks human tau fibril formation measured by polarization; 280,000 compounds, 0.39% hits; Potency, µM (titrated, usually from 57.7 µM), for inactives: at the top dose activity, negative = inhibition, most hits filed as inhibitors; P10636; K18 P301L tau heparin fibrillization, Alexa594 FP, 6 h; also: potency is read from the fitted curve at half-maximal effect; % is scaled to controls: 0 for no effect and ±100 for the full control effect; nearly all actives have a fitted effect of over 55% in size
Target sequence (P10636 561-689 P618L limits assumed): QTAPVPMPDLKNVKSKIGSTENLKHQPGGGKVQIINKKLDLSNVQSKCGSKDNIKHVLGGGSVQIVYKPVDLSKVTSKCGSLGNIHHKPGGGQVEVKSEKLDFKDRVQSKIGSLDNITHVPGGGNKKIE
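Human tau K18 […] P301L fragment, 15 uM unlabeled plus 0.24 uM Alexa 594-labeled tau (final), with compound and 20 uM heparin in 100 mM sodium acetate pH 7; 6 hr at 37 C, then Alexa 594 FP read.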
TexasRed fluor: Texas Red fluorescence interference in TRb-SRC2 counter-screen | TRb/SRC2 Texas Red total fluorescence interference | AID 1479 | Potency, µM (series often up to 106 µM), inactives show at the top dose fluorescence change, negative = quenching | 280,000 compounds, 0.29% hits; active = well fitted curve in either direction with a large enough effect; inconclusive = small, poorly fitted or top-dose-only effect; also: potency is read from the fitted curve at half-maximal effect; % is scaled to controls: 0 for no effect and ±100 for the full control effect
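Flags fluorescent or light-absorbing compounds by total fluorescence, S + 2P, at 555 nm excitation and 632 nm emission. Mixture: 20 nM Texas Red SRC2 peptide, 0.6 uM human TRb LBD, 1 uM T3, 5% DMSO; compound exposure 5 h at ambient temperature.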
TRb SRC2 PPI: TRbeta-SRC2 interaction inhibition | TRbeta-SRC2 peptide binding, fluorescence polarization; receptor liganded with 1 µM T3 | Potency, µM (highest dose often 106 µM), without a hit: top-dose activity change, negative = inhibition, hits mostly inhibitors | 280,000 compounds, 0.065% hits;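 also: potency is read from the fitted curve at half-maximal effect; plate controls were bound peptide for no effect and peptide without receptor for full effect; nearly all actives have a fitted effect of over 50% in size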
Target sequence (P10828 whole entry, looked up): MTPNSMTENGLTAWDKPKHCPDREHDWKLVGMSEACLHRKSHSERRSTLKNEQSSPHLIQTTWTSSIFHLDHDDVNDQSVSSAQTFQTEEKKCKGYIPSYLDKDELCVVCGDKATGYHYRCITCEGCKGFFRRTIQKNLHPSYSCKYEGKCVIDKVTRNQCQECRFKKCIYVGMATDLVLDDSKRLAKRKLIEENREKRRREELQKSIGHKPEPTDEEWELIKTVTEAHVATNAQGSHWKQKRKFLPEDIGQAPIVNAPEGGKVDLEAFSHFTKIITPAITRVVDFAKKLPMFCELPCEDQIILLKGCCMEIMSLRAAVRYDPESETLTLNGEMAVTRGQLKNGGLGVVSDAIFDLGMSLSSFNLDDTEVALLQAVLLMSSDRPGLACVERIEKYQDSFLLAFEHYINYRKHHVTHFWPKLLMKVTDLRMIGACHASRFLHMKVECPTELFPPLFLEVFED
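Read-out is fluorescence polarization (555 nm excitation, 632 nm emission) of a Texas Red SRC2 coactivator peptide; loss of signal reflects blocked binding to human TRb ligand-binding domain in the presence of 1 uM T3.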
CBFb RUNX1 block: blocks binding between human CBF-beta and RUNX1; AID 1477; AlphaScreen CBFb-His/RUNX1-biotin binding, biochemical; Potency, µM (doses to about 59.8 µM), inactives show at the top dose activity, negative = inhibition, most hits filed as inhibitors; 230,000 tested, under 10 active; Q01196+Q13951; also: % of control where 0% means no effect
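CBFb-His/RUNX1-biotin, 30 nM each, preincubated 20 min RT; compound 15 min RT; Ni + streptavidin beads 50 ng each, 90 min RT; AlphaScreen read.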
aGal spleen mod: alpha-galactosidase A (human) modulation; 240,000 compounds, 0.008% hits; AID 2107; human spleen homogenate, 4MU-alpha-Gal fluorescence, 40 min; P06280; Potency, µM (titrated, usually from 80 µM), for the others: top-dose activity change, negative = inhibition, usual class: inhibitors;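 also: potency is read from the fitted curve at half-maximal effect; 0% = enzyme with vehicle and -100% = no enzyme basal signal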
Target sequence (P06280 32-429 limits assumed): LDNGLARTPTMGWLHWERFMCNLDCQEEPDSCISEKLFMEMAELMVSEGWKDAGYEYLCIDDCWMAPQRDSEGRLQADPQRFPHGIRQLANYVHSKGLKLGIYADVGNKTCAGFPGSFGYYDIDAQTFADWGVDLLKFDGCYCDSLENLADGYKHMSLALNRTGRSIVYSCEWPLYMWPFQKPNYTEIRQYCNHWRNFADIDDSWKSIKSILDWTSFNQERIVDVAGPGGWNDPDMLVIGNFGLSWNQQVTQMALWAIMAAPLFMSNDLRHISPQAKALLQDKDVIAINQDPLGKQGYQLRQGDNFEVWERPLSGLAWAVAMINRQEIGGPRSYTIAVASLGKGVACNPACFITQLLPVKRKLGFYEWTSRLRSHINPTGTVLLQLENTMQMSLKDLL
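Human spleen homogenate (1 ug) as enzyme source, 4-methylumbelliferyl-alpha-D-galactopyranoside 1 mM final, citrate/phosphate pH 5.0 with 0.01% Tween-20. Compounds 40 min at 37C, NaOH/glycine stop; fluorescence Ex 365/Em 440, Hill-fit AC50.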
Tau fluor cs: counter-screen for tau fibril formation inhibitors. 280,000 compounds, 0.93% hits. Potency, µM (doses to about 57.7 µM), for the others: top-dose activity change, negative = decrease. tau K18 P301L (four-repeat tau fragment) Alexa594 fluorescence, heparin fibrillization. AID 1463; also: potency is read from the fitted curve at half-maximal effect; % is scaled to controls: 0 for no effect and ±100 for the full control effect; nearly all actives have a fitted effect of over 55% in size
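Human K18 P301L tau (15 uM unlabeled plus 0.24 uM Alexa 594-labeled, final) in 100 mM sodium acetate pH 7 was mixed with compound and 20 uM heparin and incubated 6 hr at 37 C.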
NPSR antag: neuropeptide S receptor (human) antagonism, cAMP. Q6W5P4. CHO-NPSR cells, cAMP TR-FRET, antagonist mode. Potency, µM (series often up to 38.3 µM), for the others: at the highest dose activity change, negative = inhibition, hits mostly inhibitors. 220,000 compounds, 1% hits. AID 1461; also: potency is read from the fitted curve at half-maximal effect; % is scaled to controls: 0 for no effect and ±100 for the full control effect; nearly all actives have a fitted effect of over 50% in size; many of its hits are not listed in these tables
Epigenetic reg: epigenetic control regulation, reporter derepression; 280,000 compounds, 0.2% hits; murine LDR cells, GFP reporter derepression, 30 h; Potency, µM (doses to about 53.9 µM), for inactives: top-dose GFP activation, hits mostly activators; AID 1865; also: potency is read from the fitted curve at half-maximal effect; % of control where 0% means no effect; nearly all actives have a fitted effect of over 60% in size
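GFP-positive cell count by laser-scanning cytometry (objects 20–120 um) after 30 h, 37 C compound exposure of murine LDR cells; reporter is CMV-GFP integrated at a silenced locus, inducible by HDAC or DNMT inhibitors.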
The depositor's hits bear a star; ? = inconclusive; · = no result given; & = joins results of further samples; [ ] = remark or other dose. Unless noted, calls follow the shape of the dose curve; as a rule, active = well fitted curve in the direction sought with a large enough effect; inconclusive = small, poorly fitted or top-dose-only effect, or another doubt; inactive = no such curve, though single readings can be large; an effect the other way counts as inactive or inconclusive. Some of the compounds tested; count on the stated rates, not on these rows.

compound | Tau fluor cs | Tau fibril FP | TexasRed fluor | aGal spleen mod | NPSR antag | CBFb RUNX1 block | Epigenetic reg | TRb SRC2 PPI
CCCCC(=O)Nc1ccc2c(c1)nc1n2CCSC1 | -6% | -9% | -1% | 13% | 5%[46.1 µM] | -5% | 1.0% | -25%
Cc1ccc(-n2nc(C)c3nc(CCC(=O)Nc4ccc(F)cc4)c(=O)n(C)c32)cc1 | 12% | -2% | -2% | · | · | · | 0.9% | -5%
O=C(CSc1nnc(-c2ccccc2)n1-c1ccccc1)N1c2ccccc2Sc2ccccc21 | 5% | 5% | 4% | -10% | 6%[46.1 µM] | 20% | -3.4% | -9%
O=c1c2cc(NC(=S)NCc3ccccn3)ccc2nc2n1CCCCC2 | -5% | -5% | -3% | 0% | 9% | -10% | -3.5% | -7%
CCC(=O)Nc1ccc(S(=O)(=O)Nc2ncccn2)cc1 | -12% | -9% | 1% | 0% | -4%[46.1 µM] | 4% | 3.1% | 3%
O=C1c2cnccc2CN1Cc1ccccc1 | -6% | -1% | 1% | -22% | -5%[46.1 µM] | 0% | -0.9% | -6%
COc1ccc(N2C(=O)CS(=O)(=O)C23C(=O)N(Cc2cccc(F)c2)c2ccccc23)cc1OC (stereo not given) | -21% | -4% | -9% | · | · | · | -0.4% | 2%
O=C(NC1CCCCC1)c1ccc(S(=O)(=O)NCc2ccco2)cc1 | 4% | 5% | 1% | 10% | -4%[46.1 µM] | 5% | -0.2% | 2%
COc1ccc(S(=O)(=O)N2CCCN(CC(=O)Nc3cc(NC(C)=O)ccc3OC)CC2)cc1 | -7% | 1% | 3% | -15% | -21%[46.1 µM] | -3% | -0.3% | 5%
O=C(Oc1cccnc1)c1ccccc1[N+](=O)[O-] | -17% | 3% | -2% | -1% | 17% | 3% | -1.0% | 0%
CCOC(=O)Cc1nnc(NC(=O)CSc2nncn2C)s1 | 0% | 3% | 0% | -8% | 0%[46.1 µM] | 11% | -0.3% | -3%
CCOC(=O)c1cccc(Nc2ncnc3ccc(C)cc23)c1 | -18% | -8% | -3% | -19% | -23%[46.1 µM] | 5% | 0.0% | -2%
CCC(CC)C(=O)NCc1ccc2c(c1)cc(C)n2C | -1% | 4% | -2% | 15% | -15%[46.1 µM] | 5% | -1.1% | -3%
COc1ccc(CC(=O)NC(C)(C)C)cc1S(=O)(=O)N1CCOCC1 | -1% | 2% | 1% | -3% | 1%[46.1 µM] | 4% | -2.7% | -16%
COc1cc(CN2CCNC(=O)C2CC(=O)N2CCCO2)cc(OC)c1 (stereo not given) | 4% | -11%[2.34 µM] | 0% | 3% | 6% | 2% | -1.1% | -3%
CCOc1ccc(Sc2cc(C(=O)NC(C)c3ccccc3)c3ccccc3n2)cc1 (stereo not given) | -13% | -5% | -1% | · | · | · | 11% | 1%
Cc1ccc(-c2n[nH]c3c2C(c2ccc(C(C)(C)C)cc2)NC3=O)cc1 (stereo not given) | -11% | ? | 0% | · | · | · | 12% | 0%
CCCCCOC(=O)c1ccc(Nc2nc(C(=O)OCC)nc3ccccc23)cc1 | -26% | -11% | -1% | · | · | · | -2.5% | -3%
Cc1cc(=O)[nH]c(-c2ccccc2O)n1 | -2% | 7% | -1% | -4% | -18%[46.1 µM] | 0% | 1.5% | -4%
O=C(c1ccccc1Br)N(Cc1ccco1)C1CCS(=O)(=O)C1 (stereo not given) | 5% | 13% | 6% | · | · | · | -1.9% | -4%
COc1cccc(C2Oc3ccccc3C3CC(c4cccs4)=NN32)c1 (stereo not given) | -23% | -8% | 2% | 0% | -17% | 5% | -1.0% | -2%
Cc1ccccc1-n1c(=O)cc(N2CCc3ccccc3C2)[nH]c1=O | 11% | 1% | -2% | -8% | -9%[46.1 µM] | 4% | 0.0% | -2%
O=C(N/N=C\c1ccco1)Nc1cccc(Cl)c1 | -7% | -4% | -1% | 0% | -21% | -8% | 0.0% | -6%
CC(O)[C@@H]1NC(=O)[C@H](CCCN)NC(=O)[C@@H](Cc2c[nH]c3ccccc23)NC(=O)[C@H](Cc2ccc(O)cc2)NC(=O)[C@@H](NC(=O)[C@H](N)Cc2ccccc2)CSSC(C)(C)C(C(=O)N[C@H](C(N)=O)[C@@H](C)O)NC1=O (stereo not given in full) | · | · | -1% | -5% | · | 12% | · | 7%
O=C(CSCCS(=O)(=O)c1ccc(Cl)cc1)Nc1ccccc1 | -15% | -10% | -6% | 0% | 4%[7.67 µM] | 7% | -0.3% | 5%
Cc1ccc(C2(c3noc(CN4C[C@@H](C)O[C@@H](C)C4)n3)CCCC2)cc1 | 4% | -1% | -3% | -2% | 44% | 15% | -1.2% | 5%
CCOc1ccc(Cn2nnc(C(=O)Nc3ccc(Cl)cc3)c2N)cc1 | 3% | -12% | 0% | · | · | · | -1.1% | -2%
Cc1nn(C)cc1CN(C)C(=O)c1cc(COc2ccc(F)cc2F)on1 | 11% | 4% | -1%[53 µM] | 11% | 6% | 3% | 1.0% | -1%[53 µM]
Cc1ccc(S(=O)(=O)NCC(c2ccco2)N2CCOCC2)cc1 (stereo not given) | 6%&-4% | 1%&-12% | 0%&-6% | 6% | 5% | 3% | 1.1%&1.1% | -7%&0%
CCOC(=O)c1cc(-c2ccccc2)sc1NC(=O)CSc1nncs1 | ? | -7% | 0% | 1% | ? | -8% | 3.2% | -3%
O=S(=O)(c1ccc(Cl)cc1)c1nc(-c2cccs2)oc1SCc1ccc(F)cc1 | ? | -13% | -2% | · | · | · | 0.2% | 1%
Cc1cc(F)ccc1S(=O)(=O)NCC(c1ccco1)S(=O)(=O)c1cccs1 (stereo not given) | -23% | -10% | 2% | · | · | · | 8.4% | -7%
CCN(CCNC(=O)C1CCCN(S(=O)(=O)c2cnc[nH]2)C1)c1ccccc1 (stereo not given) | -7% | -7% | 0% | 6% | -6%[46.1 µM] | -5% | -5.9% | -4%
CN(CCO)c1cc(N2CCN(C(=O)c3ccco3)CC2)c2nonc2c1[N+](=O)[O-] | -3% | -2% | -4% | -19% | -10% | 0% | 1.1% | 0%
O=C(c1ccc2c(c1)OCO2)c1cn(Cc2ccc(Cl)cc2)c2ccc(F)cc2c1=O | -10% | -4% | -5% | · | · | · | -1.1% | 2%
O=C(CC(c1ccccc1O)N1CCCCC1)N1CCCCC1 (stereo not given) | -5% | 12% | 0% | 0% | -4%[46.1 µM] | -2% | 1.9% | -2%
CCCCCC(=O)c1c(C)[nH]c(C(=O)OCC)c1C | -30% | 2% | -6% | 3% | -20% | 3% | -1.0% | 3%
CC1=CC(=O)C(C(C)=Nc2ccccc2Cl)C(=O)O1 (stereo not given) | -10% | 2% | -3% | -19% | -17% | 8% | 0.1% | 2%
COc1ccc(NC(=O)Cn2c(=O)c3cccn3c3ccccc32)cc1Cl | -19% | 8% | 5% | · | · | · | 1.4% | 0%
CCN(CCCNC(=O)C1CCC(=O)N1C1CCCC1)c1cccc(C)c1 (stereo not given) | -12% | -6% | -3% | 1% | -7%[46.1 µM] | -1% | -0.9% | -9%
Cc1ccc(OCC(=O)N(Cc2ccco2)Cc2ccco2)cc1 | -16% | -5% | 0% | · | · | · | 0.2% | -12%
O=C1Nc2ccc(F)cc2C12Nc1ccccc1-c1nnc(SCc3ccccc3)nc1O2 (stereo not given) | ? | ? | -4% | -20% | -9%[46.1 µM] | -3% | 1.3% | -3%
O=C(Nc1cc(S(=O)(=O)N2CCCC2)ccc1OCC(F)(F)F)c1ccccc1F | -9% | -4% | 1% | -3% | -10% | -6% | -1.6% | -4%
Cc1cc(-c2ccc(Cl)cc2Cl)c(C#N)c(=O)[nH]1 | -3% | 7% | -5% | 9% | -5% | 5% | -1.7% | 2%
O=S(=O)(/N=C(/Nc1ccccc1)C(F)(F)F)c1ccccc1 | 2% | -3% | 0% | -9% | 12% | 3% | -1.5% | -1%
O=C(Nc1ccc(F)cc1)c1csc2c1CCCCC2 | -30% | -15% | 7% | · | · | · | 1.4% | -8%
COc1cc2c(cc1NC(=O)COC(=O)c1ccc(C(C)(C)C)cc1)oc1ccccc12 | 0% | 5% | -2% | 6% | -4% | 0% | -1.0% | -15%
COc1ccc(N2C(=O)C3CCCN3C2=O)cc1 (stereo not given) | -6% | 8% | -1% | -20% | -4%[46.1 µM] | 1% | 1.5% | -2%
O=C(NCc1cccc(Cl)c1)c1ccc2c(Cl)c3c(nc2c1)CCCC3 | -11% | 4% | -6% | · | · | · | -1.1% | 4%
CCOC(=O)C1=C(C)OC2(O)c3ccccc3C(=O)C12O (stereo not given) | -16% | 1.4µM* | -1% | -8% | -9% | -1% | 1.6% | -29%
Cc1ccc(-c2cc3c(n2-c2ccc(F)cc2)CC(C)(C)CC3=O)cc1 | -7% | 2% | -3% | · | · | · | 1.1% | 0%
Clc1ccc2oc(-c3cccnc3NCc3ccccc3)nc2c1 | -24% | -11% | -6% | 11% | 5%[46.1 µM] | ? | 0.8% | -9%
Cc1ccccc1NC(=O)CN1C(=O)COc2ccc(Cl)cc21 | 3% | 3% | -1% | -3% | -4%[46.1 µM] | 4% | 0.0% | 6%
Cc1cccc(OCC(=O)N(Cc2ccc(N(C)C)cc2)Cc2ccco2)c1C | ? | 10% | 0.45µM*[quencher] | · | · | · | -1.9% | -26%[53 µM]
CC(C)C[C@H](NC(=O)c1nc[nH]c1C(=O)NC1CCN(C(=O)OC(C)(C)C)CC1)C(=O)OCc1ccccc1 | -26% | -8% | -3% | 1% | ? | 2% | ? | 10%
CCOc1ccc(CSC(=N)N)cc1[N+](=O)[O-] | -4% | 0% | 1% | 4% | -2%[46.1 µM] | 5% | 9.6% | -18%
